USP1 inh = USP1/UAF1 (human) deubiquitinase inhibition; recombinant USP1/UAF1, Ub-Rhodamine cleavage fluorescence; Potency, µM (highest dose often 57.1 µM), for the others: top-dose activity change, negative = inhibition, hits mostly inhibitors; 390,000 tested, 0.23% active; further: potency means the concentration at half of the fitted maximal effect; on the % scale 0 is the no-effect control and ±100 the full control effect; nearly all actives have a fitted effect of over 60% in size; inactives centre near -12
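USP1/UAF1 complex (1 nM) preincubated 15 min at room temperature with compound, then Ub-Rho substrate (150 nM final) added. Kinetic fluorescence at 480/540 nm over 6 reads at 60 s intervals; 50 mM HEPES pH 7.8, 0.5 mM EDTA, 0.1 mg/ml BSA, 1 mM TCEP, 0.01% Tween-20.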
mIDH1 inhibitor = human IDH1 R132H inhibition. Potency, µM (top dose mostly 76.6 µM), without a hit: at the highest dose activity change, negative = inhibition, hits mostly inhibitors. IDH1-R132H enzyme, NADPH consumption, diaphorase/resazurin fluorescence. O75874. 390,000 tested, 0.093% active. AID 602179; further: potency means the concentration at half of the fitted maximal effect; on the % scale 0 is the no-effect control and ±100 the full control effect; nearly all actives have a fitted effect of over 65% in size
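IDH1-R132H (0.5 ug/mL dispensed) in pH 7.5 Tris buffer was preincubated 30 min with compound, then given a substrate mix of 0.016 mM NADPH and 2 mM alpha-KG for 80 min at room temperature; remaining NADPH was read by diaphorase/resazurin fluorescence.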
LDHA inh = blocks human lactate dehydrogenase A; P00338; purified LDHA, NADH/diaphorase-resazurin fluorescence; stronger effect = lower value; activity change, % (values are at about 110 or 230 µM); 480,000 tested, 0.15% active; AID 1347041; in the data active means activity change below about -30%; inconclusive means mostly about -25% to -30%;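 further: plate controls were DMSO wells for no effect and wells without enzyme for full effect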
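Remaining NADH was detected by diaphorase (0.133 mg/mL) converting 37 µM resazurin to fluorescent resorufin, read at 0 and 20 minutes. The preceding 5-minute room-temperature reaction used 2 nM LDHA, 0.2 mM sodium pyruvate and 0.06 mM NADH at pH 7.4.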
Vif-A3F inh = Vif-A3F binding inhibition | Potency, µM (series often up to 46.1 µM), for the others: at the top dose activity, negative = active | HeLa A3F-eYFP + Vif (tagged APOBEC3F with the HIV-1 protein that degrades it), YFP fluorescence increase | AID 602313 | 390,000 tested, 0.2% active; further: potency means the concentration at half of the fitted maximal effect; % of control where 0% means no effect; nearly all actives have a fitted effect of over 65% in size
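HeLa cells stably expressing Vif plus C-terminally eYFP-tagged A3F were seeded, incubated overnight at 37 deg C, dosed with compound, incubated overnight again at 37 deg C. Yellow fluorescence (Ex 488/Em 500-530) reported blocked Vif-mediated A3F-eYFP degradation.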
RXFP1 ag = activates the human relaxin receptor RXFP1 | HEK293T-RXFP1 cAMP TR-FRET, 30 min; response scale: percent of porcine relaxin response, buffer zero | Potency, µM (highest dose often 57.5 µM), inactives show at the highest dose activation, usual class: activators | 370,000 tested, 0.3% active | AID 2676; further: potency means the concentration at half of the fitted maximal effect; on the % scale 0 is the no-effect control and ±100 the full control effect; nearly all actives have a fitted effect of over 60% in size; many of its hits are not listed in these tables
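HEK293T cells stably expressing RXFP1 were pretreated with the PDE4 inhibitor Ro 20174, exposed to compounds for 30 min at 37C, lysed, and cAMP was read by TR-FRET. Data normalized to buffer (basal) and 29 nM porcine relaxin (100%).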
Glioma ERSR ind = ER stress response induction in glioma; AID 602332; 420,000 tested, 0.02% active; Potency, µM, inactives show at the top dose activation, actives largely listed as activators; U87-MG GRP78 promoter luciferase reporter, 16 h; further: potency means the concentration at half of the fitted maximal effect; series mostly up to about 76 µM; % of control where 0% means no effect; nearly all actives have a fitted effect of over 35% in size
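ERSR induction read as luciferase luminescence (Bright-Glo, 10 min at room temperature) in stably transfected human U87-MG glioma cells exposed to compounds for 16 h, using GRP78 as sensor.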
TrxR1 substrate = substrates of rat thioredoxin reductase 1; O89049; purified TrxR1 substrate turnover, NADPH consumption readout; Potency, µM (titrated, usually from 114 µM), for the others: top-dose activity change, negative = substrate turnover; 390,000 tested, 0.01% active; AID 588456; further: potency means the concentration at half of the fitted maximal effect; on the % scale 0 is the no-effect control and ±100 the full control effect; nearly all actives have a fitted effect of over 50% in size
Target sequence (O89049 whole entry, looked up): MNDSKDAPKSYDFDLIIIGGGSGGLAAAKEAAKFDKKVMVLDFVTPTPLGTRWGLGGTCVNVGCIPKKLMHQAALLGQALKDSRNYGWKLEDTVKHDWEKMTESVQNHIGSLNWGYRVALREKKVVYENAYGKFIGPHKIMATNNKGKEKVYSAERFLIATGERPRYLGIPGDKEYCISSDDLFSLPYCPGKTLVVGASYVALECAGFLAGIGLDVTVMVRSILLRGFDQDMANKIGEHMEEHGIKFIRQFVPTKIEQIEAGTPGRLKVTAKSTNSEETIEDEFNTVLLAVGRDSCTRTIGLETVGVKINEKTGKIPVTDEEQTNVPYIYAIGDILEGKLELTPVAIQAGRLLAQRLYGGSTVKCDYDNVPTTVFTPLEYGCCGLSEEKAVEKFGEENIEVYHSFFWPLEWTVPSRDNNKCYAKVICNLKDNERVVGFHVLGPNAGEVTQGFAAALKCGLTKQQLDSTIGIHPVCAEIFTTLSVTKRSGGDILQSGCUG
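Rat TrxR1, dispensed at 90 nM, was prereduced with 400 uM NADPH (final) for 5 min at ~22 deg C, then incubated with compound 15 min before 400 uM selenite. A first-read NADPH fluorescence drop versus no-compound background flagged substrates.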
Vif-APOBEC3G blk = blocks the Vif interaction with human APOBEC3G; Potency, µM (titrated, usually from 46.1 µM), for inactives: top-dose activity, negative = active, actives largely listed as inhibitors; 410,000 tested, 0.076% active; AID 602310; Q9HC16; HeLa A3G-eYFP + Vif (tagged APOBEC3G with the HIV-1 protein that degrades it), YFP fluorescence, overnight;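 further: potency means the concentration at half of the fitted maximal effect; on the % scale 0 is the no-effect control and ±100 the full control effect; nearly all actives have a fitted effect of over 60% in size; hits raise eYFP signal because A3G escapes Vif-driven loss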
Target sequence (Q9HC16 whole entry, looked up): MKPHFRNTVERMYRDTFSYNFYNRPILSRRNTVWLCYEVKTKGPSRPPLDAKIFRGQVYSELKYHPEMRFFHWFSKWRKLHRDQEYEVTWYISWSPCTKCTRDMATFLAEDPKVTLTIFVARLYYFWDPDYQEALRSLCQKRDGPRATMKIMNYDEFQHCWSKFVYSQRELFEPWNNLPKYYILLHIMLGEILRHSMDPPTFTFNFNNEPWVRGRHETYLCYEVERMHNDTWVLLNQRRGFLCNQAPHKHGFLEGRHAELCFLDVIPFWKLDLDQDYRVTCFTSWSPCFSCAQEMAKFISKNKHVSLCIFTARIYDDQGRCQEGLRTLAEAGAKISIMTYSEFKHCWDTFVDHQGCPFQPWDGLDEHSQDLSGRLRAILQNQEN
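Read-out is eYFP fluorescence (Ex 488/Em 500-530) from Vif-expressing HeLa A3G-eYFP cells; more signal means A3G escaped Vif-mediated degradation. Cells plated overnight, compound pinned in, incubated overnight at 37 deg C.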
PI4K2A block = blocks human PI4K2A kinase activity. 420,000 tested, 0.13% active. Q9BTU6. activity change, negative = inhibition, % at 76.9 µM. purified PI4K2A, ADP-Glo luminescence, 1 h; stronger effect = lower value; in the data active means activity change below about -50%; inconclusive means mostly about -30% to -49%;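 further: -100% = wells without enzyme as full effect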
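Compounds are screened against recombinant PI4K2A using PI as substrate and ATP, the latter dispensed at 300 microM. Reactions run one hour at ambient temperature before ADP-Glo detection; full inhibition defined by wells lacking enzyme.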
* = called active by the depositor; ? = inconclusive; nt = not tested or not shown; & = joins results of further samples; [ ] = dose if it differs, or a comment. Unless noted, the call rests on the fitted dose curve; in most records, active means well fitted curve in the direction sought with a large enough effect; inconclusive means small, poorly fitted or top-dose-only effect, or another doubt; inactive means no such curve, though single readings can be large; an effect the other way counts as inactive or inconclusive.

SMILES	USP1 inh	mIDH1 inhibitor	LDHA inh	Vif-A3F inh	RXFP1 ag	Glioma ERSR ind	TrxR1 substrate	Vif-APOBEC3G blk	PI4K2A block
Cc1coc2cc3oc(=O)c(CC(=O)NCc4cccc(Cl)c4)c(C)c3cc12	-21%	-9%	-10	4%	1.7%	-4%	19%	0%	1
Cc1ccccc1C(=O)N1CCC(n2nccc2NC(=O)CCOc2ccccc2)CC1	-2%	2%	-3	-18%	-1.2%	3%	-11%	0%	-1
O=C(c1cccs1)N(Cc1ccco1)Cc1cc2ccccc2[nH]c1=O	-16%	0%	-2	-4%	0.4%	-3%	4%	-3%	-7
CC1CN(C(=O)C(Sc2ccccc2)c2ccccc2)CC(C)O1 (centres undefined)	-14%	3%	1	2%	0.3%	-4%	-4%	0%	-7
O=C(COc1ccc(Cl)cc1)NCCS(=O)(=O)N1CCN(c2ccc(F)cc2)CC1	-21%	8%	-1	1%	0.3%	-7%	-2%	3%	-5
O=S(=O)(NCCc1csc(-c2cccnc2)n1)c1cccs1	-12%	0%	-15	-6%	4.2%	-1%	-2%[57.1 µM]	-6%	4
CCc1cccc(OCC(O)Cn2c(N3CCCCC3)nc3c2c(=O)[nH]c(=O)n3C)c1 (centres undefined)	-27%	-2%	1	1%	2.3%	-3%	-4%	-6%	-2
COc1ccc(S(=O)(=O)Nc2ccccc2C(=O)NCc2cccnc2)cc1OC	-1%	11%	-3	-12%	0.4%	-3%	25%	-2%	-5
COc1ccc(C2(c3ccc(O)cc3O)CC(c3ccccc3Cl)NC(=S)N2)cc1 (centres undefined)	-8%	-3%	-6	-18%	-1.1%	-7%	-4%[57.1 µM]	-29%	1
COc1ccc(CCn2c(=O)[nH]c3cc(C(=O)N4CCN(c5ccccn5)CC4)ccc3c2=O)cc1OC	-6%	0%	-5	-5%	0.8%	-2%	8%[57.1 µM]	-2%	2
O=C(Cc1cccc(NC(=O)C2CCCN(C(=O)C3CCCC3)C2)c1)Nc1cccc(C(=O)N2CCCCC2)c1 (centres undefined)	-23%	2%[38.3 µM]	-1	5%	nt	-3%	1%	0%	-3
COc1cccc(/C=C/C(=O)OCC(=O)N2CCCc3ccccc32)c1	-18%	7%	2	-17%	-0.3%	-3%	22%	-5%	-4
CCc1nnc(NS(=O)(=O)c2ccc(NC(=S)NC(=O)c3ccc(OC)cc3)cc2)s1	-4%	-6%	3	-19%	-1.3%	3%	-11%	-1%	3
O=C(Nc1ccc2oc(-c3cc(Br)ccc3Cl)nc2c1)c1ccc2ccccc2c1	?	21%	-12	?	11%	4%	-5%	-13%	0
CCN(CC)S(=O)(=O)c1ccc(OC)c(NC(=O)CSc2ccccc2)c1	-10%	0%	0	-6%	-2.6%	-1%	-6%	0%	-5
O=C(NCC(=O)N(CC1CCCO1)C1(C(=O)NC2CCCC2)CCCCC1)c1ccccc1 (centres undefined)	-19%	3%	-2	0%	0.4%	-4%	-6%	-1%	1
CCN(CC)CCNC(=O)c1sc2nc(-c3ccccc3)cn2c1C	-22%	1%	0	0%	3.1%	2%	9%[57.1 µM]	0%	-9
Cc1cc(C[n+]2ccccc2)c2nsnc2c1	-1%	0%	-2	5%	3.2%	0%	70%[activator]	4%	-2
CC(C)(C)OC(=O)C[C@H]1C/C=C\C[C@H](CC(=O)N(CCO)Cc2ccccc2)C(=O)N[C@H](C(C)(C)C)COC1=O	-14%	-6%	-1	5%	nt	-4%	-9%	-1%	3
CCCCn1nc2cc(C(=O)NCc3ccccc3OC)ccc2c1OCC	19%	-2%	-14	6%	1.7%	-2%	29%[57.1 µM]	1%	-1
CCOC(=O)/C(=C/Nc1ccc(F)c(F)c1)[N+](=O)[O-]	-4%	2%	2	12%	5.3%	2%	-3%	0%	4
Cc1cccc(C)c1NC(=O)CNC(=O)c1ccc(N2CCOCC2)c([N+](=O)[O-])c1	-21%	-2%	2	0%	nt	-4%	nt	-5%	4
Clc1ccc(Nc2nc(NCc3ccco3)nc3nccnc23)cc1	nt	nt	-2	nt	nt	-5%	11%	0%	nt
O=C(NCc1cccs1)c1noc2c1CCCCC2	-2%	0%	-10	-7%	0.3%	5%	0%	-14%	6
COc1ccc(N2CCc3c(C)nc(SC)nc32)cc1	-7%	4%	-13	-1%	8.9%	-2%	15%[57.1 µM]	-2%	2
CC(C)CCN1CCN(Cc2cccs2)CC1CCO (centres undefined)	-13%	-4%	-8	-11%	0.4%	-2%	-5%	-4%	-3
O=C(c1cc2cc(Br)ccc2oc1=O)N1CCCC1	7%	-5%	-17	7%	1.2%	-2%	0%	1%	-6
CCn1ncc(Br)c1C(=O)Nc1ccc2c(c1)OCCO2	-18%	0%	-9	-6%	-1.6%	2%	6%[57.1 µM]	-1%	5
COc1ccc(Br)cc1C(=O)N/N=C/c1ccc2c(c1)n(C)c(=O)n2C	-12%	2%	-7	-9%	12%	-5%	113%[activator][57.1 µM]	1%	4
CCN(CC)S(=O)(=O)c1ccc(OC)c(NC(=O)CSc2cc(Cl)ccc2Cl)c1	-23%	2%	3	-19%	5.2%	-2%	-8%	-4%	-3
CCN(C(=O)CCc1nc(-c2ccc(C)cc2)no1)c1cc(C)ccc1C	-13%	-5%	2	3%	0.4%	-2%	-7%	2%	-2
COc1ccccc1C(=O)NCCNc1nc2cc(C)cc(C)c2cc1C#N	-23%	0%	-2	0%	0.9%	-4%	53%[activator]	-2%	4
COCCN(C(=O)COC(=O)/C=C/c1ccc(Cl)c(Cl)c1)c1c(N)n(Cc2ccccc2)c(=O)[nH]c1=O	-5%	4%	-6	-4%	nt	-5%	13%	-13%	-3
CSCCC(NC(=O)c1ccc(=O)n(C)n1)c1nc2ccccc2[nH]1 (centres undefined)	-3%	10%	-15	4%	0.3%	-4%	1%[57.1 µM]	1%	-6
Cc1cccc(NC(=O)Cn2nnc(C(=O)NCc3ccco3)c2N)c1	-1%&-10%	-19%&-3%	-12&-13	-13%&-7%	-0.5%&-1.1%	-5%&-2%	-4%&-1%	3%&0%	-1&5
O=C(NCc1cccnc1)C1CCN(S(=O)(=O)c2cc(Cl)ccc2Cl)CC1	2%	-12%	-13	-21%	0.3%	-5%	-1%	5%	0
CC(c1cccnc1)N(C(=O)Nc1ccccc1)C1CCCCC1 (centres undefined)	2%	-5%	-2	3%	1.7%	1%	0%	3%	2
O=[N+]([O-])c1ccc(Oc2c(F)c(F)nc(N3CCCC3)c2F)cc1	-6%	-1%	-4	-6%	-1.0%	-1%	-12%	-8%	3
COc1cccc(NC(=O)c2cc([N+](=O)[O-])ccc2N2CCN(C)CC2)c1	-23%	-14%	-2	-2%	1.8%	-2%	-1%	-6%	2
Cc1nnc(Nc2ccc(C(=O)NCCO)cc2)c2ccccc12	-5%	2%	-8	-4%	6.4%	-2%	-10%	-1%	16
CC(C)(C)OC(=O)N1CCC(C(=O)N[C@@H](Cc2ccccc2)C(=O)O)(c2ccccc2)CC1	-3%	8%	-5	10%	1.7%	-3%	6%[57.1 µM]	-1%	2
O=C(NCC1CCCO1)c1sc2cc(Cl)ccc2c1Cl (centres undefined)	-5%	24%	-12	-4%	0.6%	1%	5%[57.1 µM]	1%	-2
CN1CCN(C(=O)C2=C[C@H](c3ccc(C(F)(F)F)cc3)C[C@H](OCc3ccc(CO)cc3)O2)CC1	-18%	17%	-3	8%	-1.7%	-1%	1%	1%	3

An excerpt taken from the entries so far, for reference:
SMILES	USP1 inh	mIDH1 inhibitor	LDHA inh	Vif-A3F inh	RXFP1 ag	Glioma ERSR ind	TrxR1 substrate	Vif-APOBEC3G blk	PI4K2A block
CCN(C(=O)CCc1nc(-c2ccc(C)cc2)no1)c1cc(C)ccc1C	-13%	-5%	2	3%	0.4%	-2%	-7%	2%	-2
COc1ccccc1C(=O)NCCNc1nc2cc(C)cc(C)c2cc1C#N	-23%	0%	-2	0%	0.9%	-4%	53%[activator]	-2%	4
COCCN(C(=O)COC(=O)/C=C/c1ccc(Cl)c(Cl)c1)c1c(N)n(Cc2ccccc2)c(=O)[nH]c1=O	-5%	4%	-6	-4%	nt	-5%	13%	-13%	-3
CSCCC(NC(=O)c1ccc(=O)n(C)n1)c1nc2ccccc2[nH]1 (centres undefined)	-3%	10%	-15	4%	0.3%	-4%	1%[57.1 µM]	1%	-6
Cc1cccc(NC(=O)Cn2nnc(C(=O)NCc3ccco3)c2N)c1	-1%&-10%	-19%&-3%	-12&-13	-13%&-7%	-0.5%&-1.1%	-5%&-2%	-4%&-1%	3%&0%	-1&5
O=C(NCc1cccnc1)C1CCN(S(=O)(=O)c2cc(Cl)ccc2Cl)CC1	2%	-12%	-13	-21%	0.3%	-5%	-1%	5%	0
CC(c1cccnc1)N(C(=O)Nc1ccccc1)C1CCCCC1 (centres undefined)	2%	-5%	-2	3%	1.7%	1%	0%	3%	2

Some of the compounds tested; count on the stated rates, not on these rows.
